# PI4K2A block = inhibitors of human PI4K2A; Q9BTU6; purified PI4K2A, ADP-Glo luminescence, 1 h; active compounds read low; activity change, negative = inhibition, % at 76.9 µM; 0.13% of 420,000 active; in the data active means activity change below about -50%; inconclusive means mostly about -30% to -49%;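 further: -100% = wells without enzyme as full effect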
#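 PI4K2A activity was measured by ADP-Glo luminescence: enzyme (4 ug/mL stock) and phosphatidylinositol (1.2 mM stock) in Tris pH 7.5/MgCl2/EGTA/Triton X-100 buffer were reacted with ATP (300 microM stock) for one hour at ambient temperature.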
# G9a inh = G9a (human) methyltransferase inhibition. G9a H3K9 monomethylation, AlphaScreen, 2 h. Q96KQ7. Potency, µM (highest dose often 102 µM), for inactives: top-dose activity, negative = inhibition, usual class: inhibitors. 8.8% of 350,000 active; further: potency means the concentration at half of the fitted maximal effect; on the % scale 0 is the no-effect control and ±100 the full control effect; nearly all actives have a fitted effect of over 75% in size
# Target sequence (Q96KQ7 913-1193 limits assumed): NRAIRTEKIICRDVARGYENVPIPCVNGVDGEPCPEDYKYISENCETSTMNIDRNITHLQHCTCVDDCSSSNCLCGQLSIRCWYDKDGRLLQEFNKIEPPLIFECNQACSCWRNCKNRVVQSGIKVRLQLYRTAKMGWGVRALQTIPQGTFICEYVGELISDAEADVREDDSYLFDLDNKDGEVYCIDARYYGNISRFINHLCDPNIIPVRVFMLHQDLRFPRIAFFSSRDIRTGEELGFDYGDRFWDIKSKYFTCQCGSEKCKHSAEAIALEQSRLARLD
#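 G9a (20 nM) was preincubated 15 min with compound, then reacted 2 h at room temperature with 500 nM biotin-H3K9 peptide and 20 µM SAM. Monomethyl-H3K9 detected by AlphaScreen using anti-H3K9me1 antibody.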
# POLH inh = blocks human DNA polymerase eta activity. Q9Y253. recombinant Pol eta, fluorescent DNA replication assay. Potency, µM (series often up to 114 µM), for inactives: at the highest dose activity change, negative = inhibition, actives largely listed as inhibitors. 1.2% of 390,000 active. AID 588591; further: potency means the concentration at half of the fitted maximal effect; on the % scale 0 is the no-effect control and ±100 the full control effect
#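 Pol eta at 10 nM preincubated with compounds 15 min at room temperature; reaction started with fluorescent substrate (50 nM final) and read kinetically at 0 and 10 min.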
# Tb PGK inh = T. brucei PGK inhibition | PGK/GAPDH coupled, Kinase-Glo luminescence, 60 min | 0.043% of 380,000 active | P07378 | Potency, µM (top dose mostly 57.5 µM), for inactives: at the top dose activity change, negative = inhibition, most hits filed as inhibitors; further: potency means the concentration at half of the fitted maximal effect; on the % scale 0 is the no-effect control and ±100 the full control effect; nearly all actives have a fitted effect of over 60% in size
# Target sequence (P07378 whole entry, looked up): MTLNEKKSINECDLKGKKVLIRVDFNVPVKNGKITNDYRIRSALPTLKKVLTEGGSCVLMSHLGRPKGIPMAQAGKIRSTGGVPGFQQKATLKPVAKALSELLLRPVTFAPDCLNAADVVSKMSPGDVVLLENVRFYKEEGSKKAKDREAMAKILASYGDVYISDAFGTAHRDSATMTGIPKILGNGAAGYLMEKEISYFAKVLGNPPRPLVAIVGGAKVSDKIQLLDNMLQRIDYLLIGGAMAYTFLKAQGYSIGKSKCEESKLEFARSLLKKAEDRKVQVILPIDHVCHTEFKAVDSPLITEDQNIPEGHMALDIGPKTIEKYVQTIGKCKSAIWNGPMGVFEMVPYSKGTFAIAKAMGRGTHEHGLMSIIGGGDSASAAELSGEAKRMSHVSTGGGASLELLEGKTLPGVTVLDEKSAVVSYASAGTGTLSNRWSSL
#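 Recombinant glycosomal PGK reaction used 1,3-bisphosphoglycerate generated in-well by GAPDH (100nM final) in 100mM TEA pH 7.6, 5mM MgCl2, 0.01% Tween-20. After 60 minutes at room temperature, ATP was read by Kinase-Glo Plus luminescence end-point.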
# JMJD2A Tudor = JMJD2A Tudor domain (human) inhibition. 4.4% of 390,000 active. Potency, µM (highest dose often 114 µM), for the others: at the highest dose activity change, negative = inhibition, most hits filed as inhibitors. AlphaScreen JMJD2A-Tudor / H3K4me3 peptide binding. O75164; further: potency means the concentration at half of the fitted maximal effect; on the % scale 0 is the no-effect control and ±100 the full control effect; nearly all actives have a fitted effect of over 50% in size
# Pin1 inhibitor = inhibitors of human Pin1; Potency, µM (top dose mostly 115 µM), for the others: at the highest dose activity, negative = inhibition, hits mostly inhibitors; 0.009% of 390,000 active; Pin1 FP peptide displacement, HiFluor488, 10 min; AID 504891; Q13526; active means well fitted inhibition curve with a large enough effect in the polarisation, with a control signal flat, not every such curve was filed as active; inconclusive means small, poorly fitted or top-dose-only effect, or effect the other way, or a change in a side signal; inactive means no such curve, though single readings can be large or run the other way; the % refers to the polarisation; further: potency means the concentration at half of the fitted maximal effect; on the % scale 0 is the no-effect control and ±100 the full control effect
# Target sequence (Q13526 whole entry, looked up): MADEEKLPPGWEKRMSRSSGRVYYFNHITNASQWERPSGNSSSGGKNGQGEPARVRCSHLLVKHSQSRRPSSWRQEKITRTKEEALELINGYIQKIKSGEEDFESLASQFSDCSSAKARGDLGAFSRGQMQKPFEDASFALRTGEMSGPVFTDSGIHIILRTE
# HP1b binding inh = HP1-beta chromodomain-methylated histone interaction inhibition. Potency, µM (titrated, usually from 114 µM), without a hit: top-dose activity change, negative = inhibition, usual class: inhibitors. AID 540317. P83916. 0.56% of 390,000 active. AlphaScreen HP1-beta / biotin-H3K9me3 peptide binding; further: potency means the concentration at half of the fitted maximal effect; nearly all actives have a fitted effect of over 70% in size; inactives centre near 23
# Target sequence (P83916 whole entry, looked up): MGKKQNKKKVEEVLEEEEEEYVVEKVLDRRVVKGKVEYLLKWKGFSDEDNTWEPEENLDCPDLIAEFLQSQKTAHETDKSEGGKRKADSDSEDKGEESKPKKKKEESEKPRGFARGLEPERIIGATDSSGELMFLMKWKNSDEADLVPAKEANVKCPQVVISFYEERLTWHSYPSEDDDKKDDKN
#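 HP1-beta protein (50 nM final) preincubated 30 min at room temperature with biotinylated H3(1-18)K9me3 peptide (50 nM) in PBS pH 7.4, 0.01% Tween-20, then compound added for 30 min. AlphaScreen streptavidin donor/nickel chelate acceptor beads (10 ug/mL final), 30 min dark, luminescence read.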
# BAZ2B block = blocks human BAZ2B. AID 504333. Q9UIF8. 4.4% of 360,000 active. Potency, µM (highest dose often 114 µM), for the others: top-dose activity change, negative = inhibition, actives largely listed as inhibitors. AlphaScreen BAZ2B-H3K14Ac peptide displacement; further: potency means the concentration at half of the fitted maximal effect; on the % scale 0 is the no-effect control and ±100 the full control effect; nearly all actives have a fitted effect of over 60% in size
#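 In this displacement format the biotinylated H3(5-23) peptide acetylated at Lys14 serves as ligand at 50 nM, with BAZ2B at 50 nM in PBS pH 7.4 containing 0.01% Tween-20. Donor and acceptor beads are 10 ug/mL final.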
# GLS inhibitor = inhibitors of human glutaminase (GLS). GLS enzymatic activity, qHTS titration. Potency, µM (titrated, usually from 45.5 µM), inactives show top-dose activity change, negative = inhibition, usual class: inhibitors. O94925. 0.21% of 410,000 active; further: potency means the concentration at half of the fitted maximal effect; on the % scale 0 is the no-effect control and ±100 the full control effect
#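 hKGA in 45 mM KH2PO4 pH 8.2, 0.02% Tween-20 with pin-transferred compounds; 1 mM L-glutamine (stock) plus glutamate oxidase/HRP/Amplex Red coupling added. Fluorescence read initially and after 30 min at RT.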
# Starred values were filed as active, the others as inactive; i = inactive; ? = inconclusive; . = not tested or not shown; & = joins results of further samples; [ ] = another dose, or the depositor's remark. Unless noted, the call rests on the fitted dose curve; in most records, active means well fitted curve in the direction sought with a large enough effect; inconclusive means small, poorly fitted or top-dose-only effect, or another doubt; inactive means no such curve, though single readings can be large; an effect the other way counts as inactive or inconclusive. An excerpt; rates above refer to the full screens.
SMILES,PI4K2A block,G9a inh,POLH inh,Tb PGK inh,JMJD2A Tudor,Pin1 inhibitor,HP1b binding inh,BAZ2B block,GLS inhibitor
O=C(CN(C(=O)CCNC(=O)c1ccco1)c1ccccc1)NC1CCCC1,2,-26%[59 µM],-10%,i,-8%,5%,59%,9%,1%
O=C1CC(c2nc3ccccc3[nH]2)CN1c1ccccc1 (stereo not given),3,?,-11%,-4%,-15%,1%,1%,-5%,-30%
Cc1cc(C)c2nc(Cl)c(C3NC(=O)c4ccccc4N3)cc2c1 (stereo not given),-3,-2%,7%,-1%,-7%,-5%,14%,-1%,1%
CCOC(=O)N1CCN(C(=O)c2ccc3c(=O)n(CCC4=CCCCC4)c(=S)[nH]c3c2)CC1,-9,24%[59 µM],-14%,-7%,-17%,-5%,35%,10%,6%
CCN(CC)CCNc1nc(C(F)(F)F)nc2c1nnn2Cc1ccccc1,-1,18%,-9%,-1%,-15%,-17%,2%,-12%,-4%
COC(=O)[C@]1(Cc2ccccc2)N[C@H](CN(C)S(=O)(=O)c2ccc(F)cc2)[C@@H]2C(=O)N(C)C(=O)[C@@H]21,-4,.,-16%,-10%,-12%,-4%,22%,.,3%
CCn1nnnc1-c1ccc(OC)c(S(=O)(=O)Nc2ccc(C(=O)OC)cc2)c1,-2,-1%[12.7 µM],-2%,i,-14%,5%,24%,4%,1%
COc1ccc(NC(=O)CSc2nnc(-c3ccc(C)cc3)o2)cc1,-2,0%[59 µM],-6%,-9%,-1%,-1%,40%[activator],10%,0%
O=C(CN1CCOCC1)Nc1ccccc1C(=O)Nc1ccccc1,-1,32%,-23%,7%,7%,6%,22%,-1%,-6%
CCOc1ccc(NC(=O)CSc2nnc3scc(-c4ccccc4)n23)cc1,-1,-28%[59 µM],.,.,-5%,1%,19%,3%,2%
CS(=O)(=O)c1ccccc1C(=O)NC1CCCc2ccccc21 (stereo not given),1,-8%[0.0925 µM],-16%,i,-13%,13%,26%,-1%,1%
Cc1cc(CNCc2cn(C)nc2-c2ccc(Oc3ccccc3)cc2)on1,-4,.,1%,3%,-15%,6%,11%[57 µM],-5%,-3%
COc1ccccc1Nc1ncc(C(=O)N2CCC(C(N)=O)CC2)c2ccccc12,1,10%,3%,0%,41%[activator],4%,84%[activator],35%,18%
Cc1cc(C)cc(N(C)S(=O)(=O)c2nnc(NC(=O)C(C)C)s2)c1,23,3%,-17%,-1%,-20%,-3%,31%,0%,-1%
CCOC(=O)n1c(SCC(=O)N(CC)CC)nc2ccccc21,7,28%[59 µM],-8%,i,0%,9%,43%[activator],4%,-6%
CCOCCCn1c(=S)[nH]c2cc(C(=O)N3CCC(C(N)=O)CC3)ccc2c1=O,4,35µM*,8%,-1%,8.9µM*,0%,19%,?,-4%
CCOC(=O)C1CCCN(C(=O)c2cc3c(OC)c(OC)c(OC)cc3[nH]2)C1 (stereo not given),2,-6%,2%,10%,-12%,-6%,29%,2%,13%
CCS(=O)(=O)C1=NN2C(=N)/C(=C\c3ccc(OS(=O)(=O)c4ccccc4)cc3)C(=O)N=C2S1,-9,40µM*,45µM*,2%,?,?,5%,50µM*,6%
CCOC(=O)C1=C(C)NC(=O)NC1c1ccc2c(c1)OCO2 (stereo not given),4,?,-14%,i,-12%,1%,51%[activator],3%,-35%
O=C(COc1ccccc1F)N1N=C(c2cccs2)CC1c1ccco1 (stereo not given),-10,50µM*,?,-8%,14µM*,5%,-24%,?,8%
O=C(CCc1nnc2n(Cc3ccccc3Cl)c(=O)c3ccccc3n12)NCCCN1CCOCC1,5,12%,-17%,-1%,-4%,-1%,13%[57 µM],-12%,7%
COc1ccc2c(C)cc(SCn3nnc4ccccc4c3=O)nc2c1,-1,-6%,-4%,-6%,-11%,12%,51%[activator],1%,-7%
CCOC(=O)Cc1csc(NC(=O)Nc2cccc(OC)c2)n1,-2,17%,-21%,-2%,-2%,-2%,31%,17%,-5%
CCO[C@@H]1OC(C(=O)N2CCOCC2)=C[C@H](C)[C@H]1CCCO,-1,-8%[59 µM],-26%,-6%,-1%,-3%,49%[activator],4%,3%
O=C(Nc1ccccc1)c1ccccc1OCc1cccc([N+](=O)[O-])c1,4,5%[59 µM],?,-2%,-23%,6%,11%,-3%,-3%
c1ccc(CNc2ncnc3sc4c(c23)CCCC4)nc1,-10,-37%,-19%,-2%,0%,-3%,37%,-3%,-18%
CC1CCN(CCCNC(=O)C2CC(=O)N(CCc3ccccc3)C2)CC1 (stereo not given),1,-2%,1%,3%,1%,2%,22%,0%,2%
O=C(Nc1ccccc1)NC1CCN(CCCN2C(=O)c3ccccc3C2=O)CC1,-1,3%[59 µM],-16%,.,10%,0%,22%,.,-4%
Cc1ccnc(N/C=C(/NC(=O)c2ccccc2)C(=O)NN)n1,-1,49%,5%,-8%,-8%,1%,48%[activator],-17%,-4%
Cc1onc(-c2c(Cl)cccc2Cl)c1C(=O)c1c[nH]c(C(=O)NCC2CCCO2)c1 (stereo not given),0,23%,-19%,-2%,-7%,0%,25%,-4%,-10%

# Profiles from above. Order of values: PI4K2A block | G9a inh | POLH inh | Tb PGK inh | JMJD2A Tudor | Pin1 inhibitor | HP1b binding inh | BAZ2B block | GLS inhibitor
# Shown for `Cc1onc(-c2c(Cl)cccc2Cl)c1C(=O)c1c[nH]c(C(=O)NCC2CCCO2)c1` (stereo not given) → 0 | 23% | -19% | -2% | -7% | 0% | 25% | -4% | -10%
# Shown for `c1ccc(CNc2ncnc3sc4c(c23)CCCC4)nc1` → -10 | -37% | -19% | -2% | 0% | -3% | 37% | -3% | -18%

# Following part:
SMILES,PI4K2A block,G9a inh,POLH inh,Tb PGK inh,JMJD2A Tudor,Pin1 inhibitor,HP1b binding inh,BAZ2B block,GLS inhibitor
COC(=O)c1sc(NC(=O)/C=C/c2ccccc2Cl)nc1C,12,14%[59 µM],?,-9%,-10%,12%,-14%,-17%,-3%
CC(CNC(=O)CCn1c(=O)c2cccn2c2ccc(F)cc21)c1ccccc1 (stereo not given),1&-1,12%[59 µM],0%&2%,3%&-3%,-12%&-28%,3%&12%,27%&12%,-35%&-3%,-6%&2%
OC(COc1ccc(CN2CCSCC2)cc1)CN1CCCCC1 (stereo not given),-1,?,-8%,-2%,-9%,-3%,8%,2%,2%
Fc1ccc(OCc2nnc(SCCN3CCOCC3)o2)cc1,0,-5%[59 µM],-16%,-10%,-14%,-1%,57%[activator],6%,-8%
Cc1ccccc1OCC(=O)OCc1cc(=O)n2nc(C3CC3)sc2n1,-3,8%[59 µM],1%,i,5%,3%,39%,-4%,-3%
O=C(Nc1ccnn1C1CCN(C(=O)c2ccc(Cl)cc2)CC1)C1CC1,1,48%,-19%,-4%,10%,-2%,29%,2%,2%
CCC(=O)OCc1cc(=O)oc2ccc3ccccc3c12,-4,12%,-13%,-6%,18%,0%,42%[activator],1%,0%
C=CCn1c(SCC(=O)NCC(c2ccccc2)N(C)C)nnc1C1CCCCC1 (stereo not given),-2,?,-15%,1%,-5%,3%,36%,-19%,-2%
COc1ccc(N2C(=O)c3cc4ccccc4cc3C2=O)cc1,2,7%,-14%,.,-21%,-3%,17%,-1%,8%
Cc1cc(C)[n+](Cc2ccccc2)cc1C(N)=O,7,.,-8%,-2%,-1%,1%,23%,.,-8%
Cc1cc(C)c2c(=O)[nH]c(SCc3ccccc3C)nc2n1,-22,-25%,-18%,i,-15%,-1%,7%,-30%,2%
CCCCOC(=O)/C=C/c1c(C)[nH]c(=O)[nH]c1=O,-1,-7%[59 µM],-12%,-2%,-23%,7%,10%,1%,4%
CCOc1ccc(-n2cc(C(=O)NCc3ccco3)c3cc(OC)c(OC)cc3c2=O)cc1,1,.,?,3%,-21%,2%,27%,1%,0%
COCCn1c(=S)[nH]c2cc(C(=O)N3CCN(c4cccc(Cl)c4)CC3)ccc2c1=O,-4,99%[activator][59 µM],4%,-2%,-31%,6%,31%,-18%,6%
CCOC(=O)C1CCN(CC(O)COc2ccc(C(C)=O)cc2)CC1 (stereo not given),1,13%,-8%,-9%,0%,-3%,68%[activator],4%,-9%
CCCCCC(=O)N[C@@H](c1ccccc1)[C@@H](O)C(=O)O[C@H]1C[C@@]2(O)[C@@H](OC(=O)c3ccccc3)C3[C@](C)(C(=O)[C@H](OC(C)=O)C(=C1C)C2(C)C)[C@@H](O)C[C@H]1OC[C@@]31OC(C)=O (stereo not given in full),-2,15%,-20%,9%,-19%,?,19%,?,-7%
CCOc1ncccc1C(=O)NCc1ccc(OC)c(OC)c1,-4,13%[59 µM],-6%,-3%,3%,8%,32%,-1%,0%
C[C@H]1CN([C@@H](C)CO)C(=O)CCCn2nncc2CO[C@@H]1CN(C)Cc1ccc(Oc2ccccc2)cc1,7,.,-5%,-9%,.,.,.,.,1%
Fc1ccc2nc(C(F)(F)F)cc(N3CCOCC3)c2c1,-2,31%,-16%,-1%,1%,-2%,45%[activator],13%,0%
O=C(CCNC(=O)c1ccccc1Cl)NCCc1ccc(Cl)cc1,-6,-7%,-8%,0%,1%,-8%,42%[activator],-3%,-4%
O=C(O)c1cccc(N2C(=O)C3CC=CCC3C2=O)c1 (stereo not given),-2,6%[59 µM],13%,.,-14%,-10%,27%,1%,11%
CC1(C)CC(=O)C2=C(C1)Nc1ccccc1NC2c1ccc(F)cc1 (stereo not given),-4,13%,0%,-2%,-18%,-3%,23%,-5%,18%
Oc1c(CNc2ccccc2)cc(COCc2ccccc2)c2cccnc12,-6,-36%[12.7 µM],-5%,-1%,-17%,-4%,21%,50µM*,3%

# Screening results deposited in PubChem by National Center for Advancing Translational Sciences (NCATS).
